High-throughput results: PubChem BioAssay, National Center for Advancing Translational Sciences (NCATS)
GALK inhibitor: blocks human galactokinase activity; P51570; Purified GALK, Kinase-Glo residual ATP luminescence; Potency, µM (series often up to 57.5 µM), inactives show top-dose activity change, negative = inhibition, most hits filed as inhibitors; 270,000 tested, 0.007% active; further: potency means the concentration at half of the fitted maximal effect; on the % scale 0 is the no-effect control and ±100 the full control effect
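The enzyme phosphorylates galactose (100 uM) using ATP (35 uM); inhibition is detected as higher residual ATP, quantified by bioluminescence after 1 h reaction at room temperature, pH 8.0.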
PKM2 act: PKM2 (human) enzyme activation | purified PKM2, Kinase-Glo ATP luminescence, activation; response scale: 0% is enzyme alone, no compound | Potency, µM (series often up to 57.5 µM), without a hit: top-dose activation, actives largely listed as activators | 260,000 tested, 0.34% active | AID 1631; further: potency means the concentration at half of the fitted maximal effect; on the % scale 0 is the no-effect control and ±100 the full control effect; nearly all actives have a fitted effect of over 55% in size
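Purified hPK-M2 (>95% pure) converted ADP (0.1 mM final) to ATP with 0.5 mM PEP in 50 mM imidazole pH7.2, KCl, MgCl2, Tween 20, BSA; 1 h at room temperature. ATP detected by Kinase-Glo luminescence.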
Menin MLL FP TR: displaces Texas Red mutant MLL peptide from human menin; Menin + Texas Red MLL mutant peptide, fluorescence polarization; 270,000 tested, 0.23% active; Potency, µM (highest dose often 61.6 µM), for inactives: at the highest dose FP activity change, negative = inhibition, actives largely listed as inhibitors; AID 1768; O00255; active means well fitted inhibition curve with a large enough effect in the polarisation, with a control signal flat, not every such curve was filed as active; inconclusive means small, poorly fitted or top-dose-only effect, or effect the other way, or a change in a side signal; inactive means no such curve, though single readings can be large or run the other way; the % refers to the polarisation; further: potency means the concentration at half of the fitted maximal effect; % of control where 0% means no effect; many of its hits are not listed in these tables
USP2a block: inhibitors of human ubiquitin-specific protease USP2a; AID 463254; Potency, µM (doses to about 38.3 µM), for the others: top-dose activity change, negative = inhibition, most hits filed as inhibitors; 330,000 tested, 0.01% active; USP2 core, Ub-CHOP2 coupled fluorogenic reporter, 485/531;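 further: potency means the concentration at half of the fitted maximal effect; plate controls were DMSO wells for no effect and full inhibition by NEM control for full effect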
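Cell-free coupled assay: 10nM USP2 core preincubated 30min RT with compound in Tris-HCl pH 8.0/CaCl2/CHAPS buffer, then 25nM Ub-CHOP2 and 25nM reporter substrate; fluorescence (Ex 485/Em 531) read after 60min RT, normalized to NEM inhibition, concentration-response curves fitted.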
Eya2 inh: Eya2 (human) phosphatase inhibition. O00167. recombinant Eya2, OMFP fluorescence dephosphorylation (OMFP is methylfluorescein phosphate). Potency, µM (top dose mostly 76.9 µM), for inactives: top-dose activity, negative = inhibition, most hits filed as inhibitors. 330,000 tested, 0.006% active. AID 488837; further: potency means the concentration at half of the fitted maximal effect; on the % scale 0 is the no-effect control and ±100 the full control effect
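Eya2 (0.2 uM) preincubated 10 min at ambient with compound, then OMFP substrate added at 50 uM; 10 min reaction in 50 mM HEPES pH 7.5, 50 mM NaCl, 5 uM MgCl2, 0.05% BSA, 1 mM DTT. Fluorescence read at Ex 485/Em 525 nm.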
ASM inhibitor: inhibitors of human secretory acid sphingomyelinase | P17405 | placental ASM, HMU-PC fluorogenic substrate, 60 min | Potency, µM (doses to about 57.5 µM), for the others: at the top dose activity change, negative = inhibition, actives largely listed as inhibitors | 340,000 tested, 0.006% active; further: potency means the concentration at half of the fitted maximal effect
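Fluorogenic HMU-PC substrate (9 uM final) is turned over by placental ASM in 60 min at 37 C after a 10 min compound preincubation. Reaction ended by alkaline stop (pH 10), with fluorescence read at 386/447 nm.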
Chronic BCR inh: chronic active BCR signaling inhibition. Potency, µM (titrated, usually from 46.1 µM), for the others: at the top dose ratio change, negative = lower green/red ratio, usual class: inhibitors. 340,000 tested, 0.05% active. ABC-DLBCL IkBa-CBG/CBR reporter, luminescence ratio, 4 h; active means well fitted inhibition curve with a large enough effect in the signal ratio, with a control signal flat, not every such curve was filed as active; inconclusive means small, poorly fitted or top-dose-only effect, or effect the other way, or a change in a side signal; the % refers to the signal ratio;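 further: potency means the concentration at half of the fitted maximal effect; plate controls were basal doxycycline-induced cells for no effect and cells given 10 µM MG132 for full effect; MG132 reads +100%, hits lower the ratio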
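TMD8 human ABC-DLBCL cells with doxycycline-inducible IκBα–green luciferase fusion and unfused red luciferase, in 0.5% FBS medium; compounds up to 46 uM, 4 h at 37C. Green/red luminescence ratio, filter-overlap corrected, fitted to concentration-response curves.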
MBNL1 CUG block: inhibitors of human MBNL1 binding to CUG repeat RNA; Potency, µM (doses to about 57.5 µM), inactives show at the top dose activity change, negative = inhibition, usual class: inhibitors; AID 2675; 280,000 tested, 0.036% active; TR-FRET MBNL1-His/biotin-(CUG)12 binding, 665/545 ratio; Q9NR56; active means well fitted inhibition curve with a large enough effect in the signal ratio, with a control signal flat, not every such curve was filed as active; inconclusive means small, poorly fitted or top-dose-only effect, or effect the other way, or a change in a side signal; inactive means no such curve, though single readings can be large or run the other way; the % refers to the signal ratio; further: potency means the concentration at half of the fitted maximal effect; on the % scale 0 is the no-effect control and ±100 the full control effect
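TR-FRET readout: Ex 340 nm, 665/545 nm emission ratio, normalized to buffer-only (basal) and MBNL1-(CUG)12 controls. Complex of MBNL1-His with Biotin-(CUG)12, compounds 92 nM–58 uM, incubated 60 min at room temperature.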
Mito fusion yeast: inhibitors of mitochondrial division or activators of mitochondrial fusion; Potency, µM (series often up to 46.1 µM), for the others: at the top dose growth rescue (activation), usual class: activators; AID 485298; S. cerevisiae fusion-defective mutant growth rescue, CellTiterGlo 48 h; 320,000 tested, 0.23% active;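 further: potency means the concentration at half of the fitted maximal effect; % of control where 0% means no effect; nearly all actives have a fitted effect of over 45% in size; temperature-sensitive fusion mutants such as fzo1-1 at 37 °C on non-fermentable ethanol glycerol medium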
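Compounds are tested for their ability to restore growth of mitochondrial fusion-defective yeast strains at non-permissive 37C in YPEG medium over 48 hours. Viability is quantified by luciferase luminescence.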
KCNH2 WT inh: inhibitors of human wildtype KCNH2 potassium channel. Q12809. U2OS, BacMam KCNH2, thallium flux FluxOr; hits give low values. activity change, % at 1.84 µM. 340,000 tested, 0.37% active;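 active means maximum activity change below -70%; inconclusive means maximum activity change between -70% and -50%; inactive means maximum activity change above -50%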; further: on the % scale 0 is the no-effect control and ±100 the full control effect
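U2OS cells transduced with wild-type KCNH2 virus are loaded with FluxOr dye for 45 min, and thallium flux is measured in kinetic reads before and after stimulation buffer. Rate constants are normalized to DMSO controls.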
TSHR antag: human thyrotropin receptor antagonism; P16473; TSHR-expressing cells, TSH-stimulated cAMP HTRF, 2 h; hits give low values; activity change, negative = inhibition, % at 11.5 µM; 330,000 tested, 0.2% active;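 active means activity change below a set negative limit, meaning inhibition stronger than a set level, cut at about -70% in these data; inconclusive means activity change between two set negative limits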; further: on the % scale 0 is the no-effect control and ±100 the full control effect
Target sequence (P16473 whole entry, looked up): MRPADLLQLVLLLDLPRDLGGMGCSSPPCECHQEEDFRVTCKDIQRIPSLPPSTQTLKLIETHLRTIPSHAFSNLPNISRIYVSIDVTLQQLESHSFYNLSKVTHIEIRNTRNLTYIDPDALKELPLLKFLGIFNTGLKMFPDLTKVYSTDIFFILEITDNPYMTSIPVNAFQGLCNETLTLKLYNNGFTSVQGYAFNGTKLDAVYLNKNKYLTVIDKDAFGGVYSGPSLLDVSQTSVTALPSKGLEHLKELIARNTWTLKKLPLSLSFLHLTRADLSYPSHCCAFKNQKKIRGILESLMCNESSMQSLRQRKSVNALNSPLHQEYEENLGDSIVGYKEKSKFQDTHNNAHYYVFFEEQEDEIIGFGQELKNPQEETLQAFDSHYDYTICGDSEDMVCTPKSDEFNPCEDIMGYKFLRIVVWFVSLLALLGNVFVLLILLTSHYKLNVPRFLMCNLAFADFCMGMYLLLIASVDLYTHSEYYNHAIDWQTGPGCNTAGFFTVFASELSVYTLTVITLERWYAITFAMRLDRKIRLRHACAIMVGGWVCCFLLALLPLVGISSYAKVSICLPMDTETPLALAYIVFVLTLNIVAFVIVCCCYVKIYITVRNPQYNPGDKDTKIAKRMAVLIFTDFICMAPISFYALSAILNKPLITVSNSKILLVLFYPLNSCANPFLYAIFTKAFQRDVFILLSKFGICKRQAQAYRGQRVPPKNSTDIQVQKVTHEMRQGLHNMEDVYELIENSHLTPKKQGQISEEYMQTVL
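Inhibition of cAMP made by TSHR-expressing cells under TSH stimulation (4nM final, EC80; 2 h, 37 deg C) is quantified with a one-step lysis HTRF kit, anti-cAMP cryptate versus cAMP-d2.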
Starred values were filed as active, the others as inactive; ? = inconclusive; . = no result given; & = joins results of further samples; [ ] = another dose, or the depositor's remark. Unless noted, the call rests on the fitted dose curve; in most records, active means well fitted curve in the direction sought with a large enough effect; inconclusive means small, poorly fitted or top-dose-only effect, or another doubt; inactive means no such curve, though single readings can be large; an effect the other way counts as inactive or inconclusive. An excerpt; rates above refer to the full screens.

SMILES | GALK inhibitor | PKM2 act | Menin MLL FP TR | USP2a block | Eya2 inh | ASM inhibitor | Chronic BCR inh | MBNL1 CUG block | Mito fusion yeast | KCNH2 WT inh | TSHR antag
Cc1ccc(C(=O)OCC(=O)N2C(C)CCCC2C)cc1S(=O)(=O)N1CCOCC1 (stereo not drawn) | . | . | . | -10% | -26% | 1% | ? | . | 5% | -3 | 12
COc1ccc2c(c1)O[C@@H](c1ccc3c(c1)OCO3)[C@H](OC(=O)Nc1cc(OC)c(OC)c(OC)c1)C2=O | . | 1% | 2%&19% | -2% | -4% | . | -1% | 12% | -3% | . | -5
Cc1ccccc1CSCC(=O)c1c(N)n(CC(C)C)c(=O)n(C)c1=O | 3% | -1% | 25% | 1% | -20% | -4% | ? | -9% | -2% | -10 | -5
CCc1ccc(Cc2cnc(NC(=O)C3=NCCN3)s2)cc1 | -2% | -1% | 1% | 0% | -2% | -3% | 4% | 4% | 0% | -7 | -16
COc1ccccc1NS(=O)(=O)c1cc(NC(=O)c2ccc(Cl)nc2)ccc1N1CCCC1 | . | . | . | -11% | 5% | -5% | 3% | . | . | -4 | -18
COc1cccc2c(=O)n(CC(=O)N3CCCCC3)ccc12 | 1% | 0% | 16% | 2% | -12% | 0% | 10% | -2% | -9% | -2 | -4
O=C(COc1cccnc1[N+](=O)[O-])Nc1ccccc1Sc1ccccc1 | -5% | -7% | ? | 8% | -16% | -5% | 2% | 20% | 4% | -6 | -10
N#Cc1ccc(C(=O)OCCCc2cc3ccccc3c(=O)o2)cc1 | . | . | . | 2% | -11% | 0% | -6% | . | 19% | 2 | -17
COCCN(CC(=O)Nc1ccc(F)cc1)S(=O)(=O)c1ccc(S(=O)(=O)N2CCCC2)cc1 | 0% | -9% | 0% | 0% | -8% | 2% | 1% | 5% | 1% | -34 | 13
Cc1cc(C)c2c(N)c(C(=O)Nc3ncc(C)s3)sc2n1 | 2% | -10% | -11% | -1% | 1% | 414%[activator] | ? | ? | 14% | 9 | -2
C/C(CC(=O)Nc1ccc2c(c1)OCCO2)=N\NC(=O)C(=O)Nc1ccccc1C | 4% | 9% | 2% | 9% | -4% | 4% | ? | -9% | -3% | 7 | -8
COC(=O)[C@@H]1CC[C@H](C)[C@@H](c2ccc(C)cc2)N1C(=O)c1ccc(/C=N/OCC[C@@H]2C=C[C@H](OC(C)=O)[C@@H](COC(C)=O)O2)cc1 | . | -13% | ? | -1% | 1% | . | -1% | -5% | 12% | . | -10
Cc1nn(CC(=O)N2CCCc3ccccc32)c(C)c1[N+](=O)[O-] | 14% | -1% | 3% | 2% | 0% | -1% | -5% | -2% | 5% | 2 | 3
CCOC(=O)c1ccc(/C=C2/C=C(c3ccccc3)N(c3ccc(Cl)c(C(=O)O)c3)C2=O)cc1 | . | 13% | -1% | 5% | 1% | -1% | 0% | 14%[11.5 µM] | -11% | -5 | -17
Cc1nc2ccccc2c(=O)n1-c1ccc(NS(=O)(=O)c2ccccc2)cc1 | . | . | . | 1% | 14% | -2% | ? | . | 3% | 4 | 2
CCOC(=O)N1CCN(C(=O)COc2ccc(Cl)c(C)c2)CC1 | 2% | -1% | 0% | -4% | -14% | 1% | -19% | 5% | 7% | 9 | 4
Cc1sc2ncnc(NCc3cccnc3)c2c1C | -3% | 14% | -3% | 11% | 6% | 2% | ? | -12% | -2% | -13 | -12
Cc1ccccc1Cn1nc(C)c(NC(=O)C(F)(F)F)c1C | 2% | 2% | 3% | 2% | 5% | 6% | 6% | -3% | -4% | 10 | -2
CC(OC(=O)c1ccc(NS(=O)(=O)c2ccc3[nH]c(=O)[nH]c3c2)cc1)C(=O)Nc1cccc(Cl)c1Cl (stereo not drawn) | 2% | 0% | . | 11% | -10% | -21% | 0% | -5% | 0% | -1 | -1
Cn1c(=O)c2c(SCc3ccccn3)nc(CC(C)(C)C)nc2n(C)c1=O | 0% | 5% | -22% | 0% | 7% | -15% | 17% | -3% | 20% | 28 | -2
O=S(=O)(c1ccccc1)N(Cc1ccccc1)c1ccccn1 | -2% | -9% | 0% | 1% | -41% | -2% | -15% | -2% | 1% | -2 | -11
CCS(=O)(=O)C(=C1Nc2ccccc2N1)S(=O)(=O)CC | 0% | -16% | -2% | 0% | -7% | 2% | ? | -13% | -1% | 1 | -2
COC(=O)c1ccc(/C=N/NC(=O)c2ccccc2Cl)cc1 | -1% | -8% | 2% | 2% | 8% | 4% | ? | ? | -10% | -4 | -2
CCOC(=O)c1sc2ncn(/N=C/c3ccc(O)cc3)c(=O)c2c1C | 6% | 5% | 13% | 0% | -2% | -19% | -5% | 5% | -3% | 2 | -10
Cn1cnnc1Sc1ccc(C(F)(F)F)cc1[N+](=O)[O-] | -1% | -4% | 5% | 1% | -11% | 0% | -9% | ? | 0% | 2 | -3

An excerpt from above in order of heavy-atom count, lowest first:
SMILES | GALK inhibitor | PKM2 act | Menin MLL FP TR | USP2a block | Eya2 inh | ASM inhibitor | Chronic BCR inh | MBNL1 CUG block | Mito fusion yeast | KCNH2 WT inh | TSHR antag
Cn1cnnc1Sc1ccc(C(F)(F)F)cc1[N+](=O)[O-] | -1% | -4% | 5% | 1% | -11% | 0% | -9% | ? | 0% | 2 | -3
Cc1nc2ccccc2c(=O)n1-c1ccc(NS(=O)(=O)c2ccccc2)cc1 | . | . | . | 1% | 14% | -2% | ? | . | 3% | 4 | 2
Cc1ccc(C(=O)OCC(=O)N2C(C)CCCC2C)cc1S(=O)(=O)N1CCOCC1 (stereo not drawn) | . | . | . | -10% | -26% | 1% | ? | . | 5% | -3 | 12
CCOC(=O)c1ccc(/C=C2/C=C(c3ccccc3)N(c3ccc(Cl)c(C(=O)O)c3)C2=O)cc1 | . | 13% | -1% | 5% | 1% | -1% | 0% | 14%[11.5 µM] | -11% | -5 | -17

Additional structures
SMILES | GALK inhibitor | PKM2 act | Menin MLL FP TR | USP2a block | Eya2 inh | ASM inhibitor | Chronic BCR inh | MBNL1 CUG block | Mito fusion yeast | KCNH2 WT inh | TSHR antag
Cc1cc(=O)oc2cc(Nc3ccccc3)ccc12 | 0% | -21% | 17% | 0% | -21% | 51%[activator] | ? | 0% | 8% | -4 | 46
O=C1CCCC2=C1C(c1cccs1)n1nc(SCc3ccc(C(=O)O)cc3)nc1N2 (stereo not drawn) | 1% | -1% | . | 2% | -13% | 200%[activator] | 7% | -4% | 0% | 0 | 5
CC(O)CNc1nc2c(c(=O)n(Cc3ccc(Cl)cc3)c(=O)n2C)n1C (stereo not drawn) | -8% | -1%[11.5 µM] | 3% | 0% | -4% | -2% | 6% | 2% | 1% | 1 | 19
COc1ccc(CNC(=O)CSc2nc3ccccc3n2C(C)=O)cc1 | -1% | -1% | 5% | 7% | 11% | 3% | 0% | 0% | -1% | -32 | -4
C/C(=N\NC(=O)c1nnn(-c2nonc2N)c1CN(C)c1ccccc1)c1ccccn1 | 6% | . | 18% | -5% | -4% | -13% | -8% | 29% | 2% | -2 | -22
O=C(c1cccc(S(=O)(=O)Nc2ccccc2Cl)c1)N1CCN(C(=O)c2ccco2)CC1 | -1% | 2% | 0% | -2% | -12% | 0% | -5% | -7% | -2% | -14 | -14
COc1ccc(C(C)=O)cc1CSc1nnc(C)s1 | 0% | -2% | -5% | 1% | 11% | -2% | 0% | -2% | 0% | -2 | -8
COc1ccc(N(CC(=O)Nc2ccc(C)cn2)S(=O)(=O)c2c(C)noc2C)cc1 | -3% | 0% | 25% | -1% | -4% | -2% | 7% | -2% | 4% | -2 | -5
CC(=O)Nc1ccc(NC(=O)CSc2nnc(CC(C)O)n2-c2ccccc2)cc1 (stereo not drawn) | -1% | -3%[11.5 µM] | 5% | 1% | -5% | 2% | 5% | -22% | -2% | 9 | 10
